aSyn rescue = qHTS of alpha-syn Inhibitors. AID 652106, 2013. Potency, µM (titrated, usually from 46.1 µM), for the others: at the top dose growth rescue (activation), actives largely listed as activators. actives 0.14% (n = 370,000). Yeast expressing alpha-synuclein, growth rescue, BacTiter-Glo, 24 h; further: potency means the concentration at half of the fitted maximal effect; % of control where 0% means no effect; nearly all actives have a fitted effect of over 65% in size
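Galactose-induced alpha-syn yeast (OD600=0.02, raffinose-pregrown) + pinned cpd, 24 hr, 30 deg C; growth by BacTiter-Glo luminescence. Growth restoration scores as activation.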
TDP-43 yeast inh = qHTS of TDP-43 Inhibitors. TDP-43 expressing yeast growth rescue, BacTiter-Glo, 24 h. Potency, µM (top dose mostly 46.1 µM), inactives show at the highest dose growth rescue (activation), most hits filed as activators. actives 1.8% (n = 410,000). AID 652104, 2013; further: potency means the concentration at half of the fitted maximal effect; % of control where 0% means no effect; nearly all actives have a fitted effect of over 50% in size
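Readout is BacTiter-Glo luminescence of cell growth, so inhibitors register as activators. TDP-43-expressing yeast at OD600=0.02 in galactose medium, after raffinose pregrowth to mid-log, were incubated with compound for 24 hr at 30 deg C.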
pAkt inh = HTS Assay for Inhibitors of Akt Phophorylation: Primary Screen; Neuro2A IGF-stimulated pAkt S473 HTRF, 20 min; hits give low values; activity change, % for hits at 50 µM; actives 0.32% (n = 360,000); in the data active means activity change below about -80%; inconclusive means mostly about -51% to -80%; further: on the % scale 0 is the no-effect control and ±100 the full control effect
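Neuro2A cells (4,500/well, DMEM with 0.5% FBS) were treated with compound at a single 50 µM final concentration, stimulated with 6 nM IGF for 20 min at 37 °C, and lysed. Phospho-Akt Ser473 was read by HTRF as 665/615 ratio ×10^4.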
Mm-Cpn inhibitor = Inhibitors of TCP-1 ring complex (TRiC) of Methanococcus maripaludis (MmCpn): qHTS. actives 0.031% (n = 330,000). AID 504842, 2011. Potency, µM (top dose mostly 76.9 µM), for the others: top-dose activity, negative = inhibition, usual class: inhibitors. Chaperonin Mm-Cpn (Methanococcus maripaludis). purified Mm-Cpn ATPase, ADP Transcreener TR-FRET; further: potency means the concentration at half of the fitted maximal effect; on the % scale 0 is the no-effect control and ±100 the full control effect; nearly all actives have a fitted effect of over 80% in size
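ATP (10 uM final) was added to archaeal chaperonin (25 nM final) after 10 min exposure to test compound at 37°C; after 30 min further incubation, ADP was detected by competitive TR-FRET.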
GLP1R cytotox = qHTS of GLP-1 Receptor Inverse Agonists: Cytotox Screen; HEK293 cAMP-luciferase reporter cells, luminescence, 24 h; Potency, µM (top dose mostly 38.3 µM), for inactives: top-dose activity change, negative = inhibition, most hits filed as inhibitors; actives 0.13% (n = 410,000);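 further: loss of luciferase light is scored as toxicity; potency means the concentration at half of the fitted maximal effect; on the % scale 0 is the no-effect control and ±100 the full control effect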
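A 23 nL compound transfer followed 12 hours of cell culture at 37 deg C; exposure then lasted 24 hr. Luciferase assay detection reagent was dispensed and plates read for luminescence after a 12 min room-temperature wait.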
PTHR1 ag = qHTS for PTHR1 Agonists: Primary Screen; Parathyroid hormone/parathyroid hormone-related peptide receptor (Homo sapiens), Q03431; Potency, µM (highest dose often 115 µM), for inactives: at the top dose activation, actives largely listed as activators; actives 0.075% (n = 410,000); HEK293 GP2 PTHR1 cells, GloSensor cAMP luminescence, 1 h; further: potency means the concentration at half of the fitted maximal effect; nearly all actives have a fitted effect of over 55% in size; some results filed as inactive show a strong effect at the top dose; inactives centre near -15; many of its hits are not listed in these tables
Target sequence (Q03431 whole entry, looked up): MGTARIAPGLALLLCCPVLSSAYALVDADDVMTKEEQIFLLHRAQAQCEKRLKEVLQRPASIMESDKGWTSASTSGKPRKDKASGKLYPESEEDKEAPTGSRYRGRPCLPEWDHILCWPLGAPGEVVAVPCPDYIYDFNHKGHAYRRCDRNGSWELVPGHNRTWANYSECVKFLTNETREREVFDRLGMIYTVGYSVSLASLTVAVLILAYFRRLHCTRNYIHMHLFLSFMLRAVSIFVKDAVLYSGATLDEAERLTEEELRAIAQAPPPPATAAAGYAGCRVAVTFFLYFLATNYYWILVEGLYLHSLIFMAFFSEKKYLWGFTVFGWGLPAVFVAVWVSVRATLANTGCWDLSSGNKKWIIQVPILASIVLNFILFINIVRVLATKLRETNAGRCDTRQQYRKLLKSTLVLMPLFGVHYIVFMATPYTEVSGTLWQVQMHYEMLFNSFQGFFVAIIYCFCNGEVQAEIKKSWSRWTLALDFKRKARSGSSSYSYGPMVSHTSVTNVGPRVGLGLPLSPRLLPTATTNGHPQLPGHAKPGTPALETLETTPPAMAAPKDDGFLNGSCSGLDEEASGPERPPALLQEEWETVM
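HEK-293-derived GP2 cells expressing PTHR1 and a GloSensor cAMP reporter, 3,000/well, plated overnight, given luciferin plus IBMX (each 0.5 mM as added) for 1 h at 37 °C, then compound for 1 h at 37 °C. Luminescence was read after 15 min at room temperature.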
GLP-1R inv ag = qHTS of GLP-1 Receptor Inverse Agonists (Inhibition Mode) | AID 624417, 2012 | actives 1.6% (n = 410,000) | Potency, µM (series often up to 38.3 µM), for inactives: at the highest dose activity change, negative = inhibition, hits mostly inhibitors | HEK293 GLP-1R CRE-luciferase, luminescence, 24 h; GLP-1R form is constitutively active; further: potency means the concentration at half of the fitted maximal effect; on the % scale 0 is the no-effect control and ±100 the full control effect; nearly all actives have a fitted effect of over 55% in size
Target sequence (P43220 whole entry, looked up): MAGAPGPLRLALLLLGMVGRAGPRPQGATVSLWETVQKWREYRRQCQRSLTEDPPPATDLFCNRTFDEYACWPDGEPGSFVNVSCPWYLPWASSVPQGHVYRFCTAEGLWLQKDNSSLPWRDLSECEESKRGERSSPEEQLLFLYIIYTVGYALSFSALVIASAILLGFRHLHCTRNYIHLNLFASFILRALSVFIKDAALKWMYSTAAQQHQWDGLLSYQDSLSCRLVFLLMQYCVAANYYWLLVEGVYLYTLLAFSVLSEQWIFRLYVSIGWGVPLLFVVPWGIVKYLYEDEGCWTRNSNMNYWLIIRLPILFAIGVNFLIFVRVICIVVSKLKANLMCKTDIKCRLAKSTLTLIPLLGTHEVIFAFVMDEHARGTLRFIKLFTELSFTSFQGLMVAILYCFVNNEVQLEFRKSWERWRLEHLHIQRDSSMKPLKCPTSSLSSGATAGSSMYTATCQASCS
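Luminescence readout: a drop in cAMP-driven luciferase signal flags inverse agonism at a constitutively active GLP-1R stably expressed in HEK293. Compound exposure lasted 24 hr at 37 deg C, 5% CO2.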
Abeta rescue = qHTS for compounds that reverse cellular toxicity of Amyloid beta (A-beta) peptide in yeast: Primary Screen; yeast expressing A-beta42, growth rescue, OD600, 48 h; response scale: 0% DMSO, 100% iron-clioquinol control; Potency, µM (top dose mostly 46.1 µM), for inactives: top-dose growth rescue, actives largely listed as activators; actives 0.063% (n = 410,000); AID 1347071, 2019; further: potency means the concentration at half of the fitted maximal effect; nearly all actives have a fitted effect of over 55% in size
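Growth rescue measured by 600 nm absorbance after 48 h yeast culture at 30 C with compound. Values normalized between DMSO and an equimolar ferric chloride plus clioquinol control.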
FUS suppressor = qHTS for Suppressors of FUS Proteinopathy: Primary screen using FUS-linked yeast assay; S. cerevisiae FUS-expressing, growth rescue, OD600, 24 h; Potency, µM (highest dose often 76.6 µM), for the others: at the top dose growth rescue (activation), hits mostly activators; actives 0.24% (n = 390,000); AID 1347120, 2019;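 further: potency means the concentration at half of the fitted maximal effect; plate controls were DMSO vehicle for no effect and reference control for full effect; nearly all actives have a fitted effect of over 55% in size; some results filed as inactive show a strong effect at the top dose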
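Absorbance at 600 nm, taken 24hr after compound addition, measured rescue of FUS-yeast growth at 30C. Induction used 2% galactose with seeding at OD 0.005. Controls: CP55940 from 92uM final, DMSO only.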
The depositor's hits bear a star; i = inactive; ? = inconclusive; · = no result given; [ ] = dose if it differs, or a comment. Unless noted, the call rests on the fitted dose curve; in most records, active means well fitted curve in the direction sought with a large enough effect; inconclusive means small, poorly fitted or top-dose-only effect, or another doubt; inactive means no such curve, though single readings can be large; an effect the other way counts as inactive or inconclusive.

Compound | GLP-1R inv ag | TDP-43 yeast inh | pAkt inh | GLP1R cytotox | aSyn rescue | Abeta rescue | PTHR1 ag | FUS suppressor | Mm-Cpn inhibitor
Cc1ccc(S(=O)(=O)N(CCC(=O)O)c2ccccc2)cc1 | 21.4% | 16.0% | i | -3.7% | 8.7% | 9.2% | -20.5% | · | 3.4%
COc1ccc(C2CC(=O)NC(=O)C2)cc1 | 13.7% | -20.9% | i | 11.1% | -0.1% | 6.3% | -8.3% | 28.8% | -7.6%
CCCCOCCCNC(=O)C[C@@H]1C[C@@]2(C(=O)OCC)CCC=C2N(CCC2=CCCCC2)C1=O | -19.9% | -24.0% | i | -3.9% | -6.8% | -33.1%[inhibitor] | 0.5% | ? | ·
COc1ccc(N2C(=O)/C(=C/N(C)C)NC2=S)cc1 | 4.0% | 10.6% | i | -2.7% | -0.7% | -9.5% | i | 6.5% | 3.4%
COc1cc(Br)cc(C(=O)N2CCc3ccccc32)c1OC | ? | 0.0% | i | -19.1% | 8.2% | -9.4% | -2.8% | 14.0% | ·
COc1ccc(OC)c(-c2cc(C(=O)Nc3c(C)nn(Cc4ccc(C)cc4)c3C)no2)c1 | 3.0% | 0.0% | · | 32.4%[activator] | · | 18.4% | -9.8% | -22.7% | ·
O=C(NCC1CCCCC1)C1CCCN(C(=O)NC2CCCCC2)C1 (stereo not drawn) | 0.0% | 8.7% | i | -11.5% | 0.3% | 9.5% | -27.1%[57.5 µM] | 3.3% | ?
CCOC(=O)c1c(NC(=O)CCC(=O)N2CCOCC2)sc2c1CC(C)(C)OC2 | 2.8% | 5.1% | i | -5.2% | -4.0% | 4.2% | -9.8%[57.5 µM] | 20.1% | 1.4%
C[C@@H](NC(=O)c1nc[nH]c1C(=O)NCC(=O)OC(C)(C)C)c1ccccc1 | 10.3% | 2.4% | i | 8.1% | 3.5% | -2.1% | -69.6%[inhibitor] | 15.5% | -2.2%
CCOC(=O)C1(CCCc2ccccc2)CCN(C(=O)c2cncs2)CC1 | ? | 10.9% | i | -5.8% | 18.9% | -27.2% | -38.9%[inhibitor] | ? | -3.5%
CCCn1cnc2sc(C(N)=O)c(C)c2c1=O | 3.1% | 3.7% | i | -4.3% | 1.3% | 2.3% | -8.8%[57.5 µM] | 18.4% | 1.4%
Cc1ccc(NC(=O)CC2SC(=NC3CCCCC3)NC2=O)cc1 (stereo not drawn) | -28.0% | -0.5% | i | -1.3% | -6.9% | 15.0% | 2.0% | · | -10.7%
CC1(C(=O)NS(=O)(=O)C2CC2)CCCN(C(=O)CSc2ccccc2)C1 (stereo not drawn) | 19.1% | 11.9% | i | 3.1% | 0.9% | -18.2% | -8.6% | -19.5% | ·
CC(=O)n1cc(C2C(=O)CC(C)(C)CC2=O)c2ccccc21 | 21.7% | 4.9% | i | 1.2% | -1.2% | 2.6% | i | 19.1% | 0.0%
CCOC(=O)c1ccc(CNC(=O)CSc2nnc(-c3ccncc3)o2)cc1 | 10.7% | 16.1% | i | 8.5% | 0.9% | 6.0% | i | · | 0.9%
CC(=O)Nc1nc(C)c(-c2csc(Nc3cccc([N+](=O)[O-])c3)n2)s1 | ? | 15.1% | i | ? | -0.4% | 1.1% | i | · | 1.3%
CCc1cccc(CC)c1NC(=O)COc1ccccc1C(=O)c1cc(C#N)c(=O)n(C2CCCCC2)c1 | ? | 0.0% | i | -5.0% | 2.9% | -1.6% | i | · | -19.7%
Cc1ccc(S(=O)(=O)N(C)C)cc1NC(=O)COC(=O)COc1ccccc1[N+](=O)[O-] | 3.0% | 0.0% | i | 11.5% | 0.9% | -9.8% | -3.7% | 6.3% | -1.6%
COc1ccccc1C(=O)COC(=O)Cc1c[nH]c2ccccc12 | -28.5% | 0.0% | i | -16.7% | 11.9% | ? | -9.6% | 13.9% | 2.0%
OC1COCOC1C(O)C1OCOCC1O (stereo not drawn) | 5.5% | -13.3% | i | 0.2% | -1.4% | 3.6% | -5.0% | -17.4% | ·
CCOc1ccc(CNC(=O)CCC(=O)n2nc(C)c3ccccc32)cc1 | 2.8% | 22.9% | · | -37.4% | 13.2% | -1.3% | i | -7.7% | 1.3%
O=P(Cc1cccc[n+]1[O-])(c1ccccc1)c1ccccc1 | 3.0% | 13.3% | i | -13.5% | 5.9% | 2.6% | i | 19.0% | -2.1%
CCOC(=O)c1cc(S(=O)(=O)NCCc2ccccc2)cn1C | -2.1% | 0.1% | i | 4.1% | 9.2% | 12.2% | -1.0% | -18.5% | 2.6%
CCCCCc1ccc(-c2cn(Cc3cccc(OC)c3)nn2)cc1 | ? | -5.4% | i | 11.0% | -3.5% | 9.7% | -13.5% | 33.7% | -1.3%
O=C(CNC(=S)NC(=O)c1ccc(Br)o1)c1ccccc1 | -14.4% | 5.1% | i | ? | -3.1% | 7.5% | i | 9.8% | -12.2%

In the list so far, two contain a nitro group on carbon:
Compound | GLP-1R inv ag | TDP-43 yeast inh | pAkt inh | GLP1R cytotox | aSyn rescue | Abeta rescue | PTHR1 ag | FUS suppressor | Mm-Cpn inhibitor
CC(=O)Nc1nc(C)c(-c2csc(Nc3cccc([N+](=O)[O-])c3)n2)s1 | ? | 15.1% | i | ? | -0.4% | 1.1% | i | · | 1.3%
Cc1ccc(S(=O)(=O)N(C)C)cc1NC(=O)COC(=O)COc1ccccc1[N+](=O)[O-] | 3.0% | 0.0% | i | 11.5% | 0.9% | -9.8% | -3.7% | 6.3% | -1.6%

Continued.
Compound | GLP-1R inv ag | TDP-43 yeast inh | pAkt inh | GLP1R cytotox | aSyn rescue | Abeta rescue | PTHR1 ag | FUS suppressor | Mm-Cpn inhibitor
CCOc1ccccc1N(CC(=O)Nc1cccc2ccccc12)S(C)(=O)=O | 17.0% | 14.7% | i | 0.5% | 11.2% | -3.1% | -23.7% | 13.8% | 0.9%
O=C(NCCCN1CCOCC1)c1cc2c(s1)CSC2 | 30.3%[activator] | -5.8% | i | -1.5% | 3.6% | 20.8% | i | 21.8% | -4.2%
O=C(NCCCN1CCCC1)c1cccc(N2CCCC2=O)c1 | 4.4% | 0.3% | i | 5.5% | -5.8% | -7.7% | -5.5%[57.5 µM] | 6.8% | 0.7%
C/C(=N\OCC(=O)OC(C)C(=O)Nc1ccc(C)c(S(=O)(=O)N2CCOCC2)c1)c1ccc2c(c1)OCO2 (stereo not drawn) | 0.2% | -11.6% | i | -3.4% | -2.2% | -15.3% | -22.8% | ? | ·
O=C(NCCCCc1ccccc1)C1CC(c2cc(C(F)(F)F)cc(C(F)(F)F)c2)=NO1 (stereo not drawn) | 4.8% | -0.8% | i | 4.3% | 1.5% | 6.3% | -11.5% | -9.7% | -1.1%
CCCCC(=O)NC(=O)NC(c1ccccc1)c1ccccc1 | ? | 3.6% | i | -4.7% | 4.7% | -1.1% | -26.4% | 3.4% | -0.1%
Nc1nc(CN2CCN(c3ccccc3F)CC2)nc(Nc2ccc3c(c2)OCCO3)n1 | -2.4% | -7.5% | i | 11.6% | 12.1% | 0.6% | ? | 4.4% | -1.5%
COc1ccc(-c2csc(C(O)c3ccc(F)c(F)c3)n2)cn1 (stereo not drawn) | ? | 22.4µM* | i | 1.5% | ? | ? | i | 17.3% | ·
COCCOc1ccc(C(F)(F)F)cc1NC(=O)c1ccc(F)cc1 | -7.3% | -3.9% | i | 4.0% | -0.9% | 6.7% | -0.2% | 6.7% | 1.5%
CN(C)S(=O)(=O)c1ccc(C(=O)OCC(=O)Nc2ccccc2OC(F)F)cc1 | 2.3% | 14.4% | i | -0.1% | -1.0% | -10.7% | i | 24.7% | -2.6%
Cc1cccc(OCC(=O)NCC(=O)N/N=C/c2cccs2)c1 | -26.7% | 11.2% | i | -1.0% | -0.4% | 13.6% | -13.0% | · | -0.8%
CC1=NNC(=O)C1CCC(=O)N/N=C/c1ccccc1 (stereo not drawn) | 0.2% | 10.5% | i | -5.3% | 10.0% | 6.3% | i | 12.3% | 0.4%
Cc1occc1C(=O)N1CCN(Cc2ccccc2)CC1 | 0.0% | -13.9% | i | -5.5% | 4.7% | -2.7% | i | 15.6% | -3.8%
O=C(COc1ccc(Br)cc1)c1ccc2c(c1)CCCC2 | ? | -5.5% | · | 21.0% | -1.4% | -0.2% | -34.5%[inhibitor][57.5 µM] | -26.2% | -7.9%
O=C(N/N=C/c1cccc(Br)c1)c1ccc(Cn2cc(Br)cn2)o1 | ? | -5.8% | i | 1.8% | -10.0% | 3.6% | -39.6%[inhibitor] | 26.9% | -0.4%
COc1ccc(Cl)cc1C(=O)O/N=C(\N)c1ccc(Cl)cc1 | 8.1% | ? | i | 11.2% | -49.3%[inhibitor] | 0.0% | -18.8% | 16.6% | 0.5%
CN1CCN(C(=O)c2cc(Oc3c(F)c(F)c(F)c(F)c3F)cc(C(=O)N3CCN(C)CC3)c2)CC1 | 19.1% | -0.1% | i | 12.2% | 1.7% | -5.2% | i | 9.0% | 0.2%

Some of the compounds tested, so the mix of outcomes need not match the whole.
